High-throughput results as filed in PubChem.
Pf growth 48h – Primary qHTS for delayed death inhibitors of the malarial parasite plastid, 48 hour incubation; 5.9% of 310,000 active; Potency, µM (titrated, usually from 28.7 µM), without a hit: at the highest dose activity change, negative = inhibition, usual class: inhibitors; P. falciparum luciferase growth in erythrocytes, 48 h; AID 504832, 2011; further: potency means the concentration at half of the fitted maximal effect; on the % scale 0 is the no-effect control and ±100 the full control effect
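Cell-based growth assay: transgenic P. falciparum expressing firefly luciferase, cultured in red cells within RPMI 1640 containing 0.5% w/v Albumax, 24 mM bicarbonate and gentamycin. A drop in luciferase activity indicates inhibition.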
Pf growth 96h – Primary qHTS for delayed death inhibitors of the malarial parasite plastid, 96 hour incubation; 6.9% of 320,000 active; AID 504834, 2011; P. falciparum luciferase reporter growth, 96 h; Potency, µM (doses to about 28.7 µM), for inactives: top-dose activity change, negative = inhibition, usual class: inhibitors; further: potency means the concentration at half of the fitted maximal effect; on the % scale 0 is the no-effect control and ±100 the full control effect
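Compounds incubated with erythrocytes infected by luciferase-expressing P. falciparum (2% hematocrit, 0.05% parasitemia final) for 96 hours, 37 C in 5% CO2. Growth inhibition scored as decreased luciferase luminescence.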
LmPK inhibitor – qHTS Assay for Inhibitors of Leishmania Mexicana Pyruvate Kinase (LmPK). Potency, µM (top dose mostly 57.5 µM), for the others: at the top dose activity change, negative = inhibition, hits mostly inhibitors. purified LmPK, Kinase-Glo ATP luminescence, 1 h. 0.37% of 290,000 active; further: potency means the concentration at half of the fitted maximal effect; on the % scale 0 is the no-effect control and ±100 the full control effect
Target sequence (Q27686 whole entry, looked up): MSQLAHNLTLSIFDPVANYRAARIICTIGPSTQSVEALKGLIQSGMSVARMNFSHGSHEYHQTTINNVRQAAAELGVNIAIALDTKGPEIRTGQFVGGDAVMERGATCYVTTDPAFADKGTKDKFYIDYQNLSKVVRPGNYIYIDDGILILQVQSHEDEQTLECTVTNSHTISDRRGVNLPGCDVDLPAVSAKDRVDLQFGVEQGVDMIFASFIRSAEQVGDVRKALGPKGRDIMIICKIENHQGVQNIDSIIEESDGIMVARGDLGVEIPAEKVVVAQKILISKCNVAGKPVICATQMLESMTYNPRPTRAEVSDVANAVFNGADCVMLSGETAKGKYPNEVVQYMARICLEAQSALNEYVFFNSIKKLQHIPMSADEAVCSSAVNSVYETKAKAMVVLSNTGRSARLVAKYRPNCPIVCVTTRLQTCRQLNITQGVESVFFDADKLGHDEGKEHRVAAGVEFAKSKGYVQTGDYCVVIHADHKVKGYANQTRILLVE
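In 50 mM imidazole pH 7.2 with 7 mM MgCl2, LmPK (0.1 nM) turned over PEP (0.5 mM) and ADP (0.1 mM) for 1 h at room temperature. Luciferase read-out of ATP.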
Shiga inhibitor – A qHTS for Small Molecule Inhibitors of Shiga Toxin | Vero cells, Shiga toxin protein synthesis inhibition reporter | inhibition, % at 38.7 µM | 9.2% of 290,000 active | AID 2315, 2010; in the data active means inhibition mostly above about 28%, no sharp cut-off; inactive means mostly below about 43%; further: 0% is about no effect
TbPYK inhibitor – qHTS of Trypanosoma Brucei Inhibitors | 0.12% of 410,000 active | TbPYK enzyme, Kinase-Glo Plus ATP luminescence, 45 min | pyruvate kinase (Trypanosoma brucei), Q57TT1 | AID 624173, 2012 | Potency, µM (highest dose often 76.8 µM), without a hit: top-dose activity, negative = inhibition, most hits filed as inhibitors; further: potency means the concentration at half of the fitted maximal effect; on the % scale 0 is the no-effect control and ±100 the full control effect; nearly all actives have a fitted effect of over 50% in size
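Enzyme and substrate buffer are dispensed first and compound is pin-transferred. ADP at 130 uM final then starts the reaction, which runs 45 min at room temperature. Detection reagent is added for 10 min before luminescence is imaged.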
Cycloheximide cs – Cycloheximide Counterscreen for Small Molecule Inhibitors of Shiga Toxin; cell reporter, cycloheximide protein synthesis inhibition counterscreen; max response, %; 12% of 300,000 active; in the data active means max response mostly above about 13%, no sharp cut-off; inactive means mostly below about 14%; further: read at 38.3 µM for the half of the compounds with a filed dose; 0% is about no effect
AmpC no deterg – qHTS Inhibitors of AmpC Beta-Lactamase (assay without detergent). P00811. AmpC nitrocefin hydrolysis, absorbance 480 nm, 0.0001% Triton. Potency, µM (series often up to 57.1 µM), inactives show top-dose activity change, negative = inhibition, most hits filed as inhibitors. 0.52% of 330,000 active. AID 485341, 2010;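 further: potency means the concentration at half of the fitted maximal effect; plate controls were no compound for no effect and no enzyme for full effect; nearly all actives have a fitted effect of over 20% in size; some results filed as inactive show a strong effect at the top dose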
Target sequence (P00811 whole entry, looked up): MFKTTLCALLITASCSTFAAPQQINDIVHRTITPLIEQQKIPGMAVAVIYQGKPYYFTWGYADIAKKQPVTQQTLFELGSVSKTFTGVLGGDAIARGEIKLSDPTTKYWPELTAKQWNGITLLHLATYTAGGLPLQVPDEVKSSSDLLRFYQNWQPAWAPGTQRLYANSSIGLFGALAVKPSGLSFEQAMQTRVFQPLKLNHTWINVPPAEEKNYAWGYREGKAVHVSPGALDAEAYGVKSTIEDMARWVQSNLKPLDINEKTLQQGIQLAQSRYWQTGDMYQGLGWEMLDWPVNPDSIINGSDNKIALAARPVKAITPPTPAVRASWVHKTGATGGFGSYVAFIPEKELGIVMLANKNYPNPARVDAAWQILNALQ
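20 mM phosphate pH 7.0 + 0.01% (detergent screen) or 0.0001% Triton X-100; 5.3 nM AmpC reagent; cpd preinc 15 min RT; nitrocefin (800 uM stock) to start; A480 q20 s × 4 min; Activity was normalised to no-enzyme and no-compound control wells.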
Active calls of the source: *; ? = inconclusive; nt = not tested or not shown; & = joins results of further samples; [ ] = another dose, or the depositor's remark. Unless noted, the call rests on the fitted dose curve; in most records, active means well fitted curve in the direction sought with a large enough effect; inconclusive means small, poorly fitted or top-dose-only effect, or another doubt; inactive means no such curve, though single readings can be large; an effect the other way counts as inactive or inconclusive.

SMILES	Pf growth 48h	Pf growth 96h	LmPK inhibitor	Shiga inhibitor	TbPYK inhibitor	Cycloheximide cs	AmpC no deterg
CS(=O)(=O)Nc1ccc(C(=O)NCc2ccco2)cc1	8%	nt	1%	-8	-6%	1	-12%
Cc1c(NC(=O)Nc2cccc([N+](=O)[O-])c2)c(=O)n(-c2ccccc2)n1C	15%	3.7µM*	-2%	-5	-7%	3	-10%
CC(NC(=O)c1ccc2c(=O)n3c(nc2c1)CCCCC3)c1ccccc1 (stereo not given)	-24%	?	nt	nt	0%	nt	-2%
Cc1ccc(C)c(OCCn2ccnc2)c1	-20%	13%	0%	-11	4%	-2	-11%
O=C(Cc1cccs1)N1CCN=C1SCc1ccccc1Cl	-6%	?	-1%	14	-3%	-2	-21%
C=CCSc1nc2sc(-c3ccccc3)cc2c(=O)n1N	24%	40%[activator]	1%	-47	4%	1	-23%
Cc1cc(C)c(S(=O)(=O)ON2C(=O)c3ccccc3C2=O)cc1C	34%[activator]	44%[activator]	-22%	-14	?	-5	-36%
CC(C)C[C@H]1C(=O)N2CCCC2[C@]2(O)O[C@](NC(=O)[C@@H]3C=C4c5cccc6[nH]cc(c56)CC4N(C)C3)(C(C)C)C(=O)N12 (stereo not given in full)	2.6µM*	2.3µM*	-1%	-9	-11%	-1	94%[activator]
CCSc1nnc(NC(=O)c2nc3nc(C)cc(C)n3n2)s1	-3%	1%	3%	8	2%	6	-20%
Nc1ccc2nc(SCc3ccc([N+](=O)[O-])cc3)sc2c1	88%[activator]	52%[activator]	4%	45	-28%	28*	-34%
COc1ccccc1C(=O)NCCC(=O)NCc1ccccn1	2%	-23%	nt	nt	-3%	nt	-11%
NS(=O)(=O)c1ccc(CNC(=O)CC23CC4CC(CC(C4)C2)C3)cc1	-20%	-11%	3%	-18	-2%	-2	-18%
CCN1CCN(C(=O)c2ccc(-c3nc4ccccc4s3)s2)CC1	436%[activator]	322%[activator]	-5%	103*	-3%	42*	171%[activator]
COc1c(F)c(F)c(C(=O)Nc2cccc(Cl)c2N2CCOCC2)c(F)c1F	?	nt	0%	-10	-1%	4	nt
CC(C)(C)[C@@H]1C=C(C(=O)N2CCN(Cc3ccc4c(c3)OCO4)CC2)O[C@H](OCc2ccc(CO)cc2)C1	10µM*	12µM*	5%	-20	3%	4	146%[activator]
COc1ccc(-n2cc(CNCC3CCOCC3)c(-c3cccc(F)c3)n2)cc1	?	18%	10%	7	0%	8	113%[activator]
COCCNC(=S)N1CCC(c2nc(-c3ccc(N(C)C)cc3)no2)CC1	?	29%	4%	49	-14%	24*	198%[activator]
Cc1ccc(S(=O)(=O)n2ccc(OC(=O)c3cccs3)n2)cc1	53%[activator]	77%[activator]	1%	-19	-1%	0	-30%
CN1CCN(C(=O)c2cnn(-c3ccccc3)c2NC(=O)c2cccs2)CC1	11%	85%[activator]	-1%	-7	1%	-5	-14%
CCOC(=O)N1CCN(C(=O)c2cnn3c(C(F)(F)F)cc(-c4cccs4)nc23)CC1	?	18%	-2%	-15	-1%	2	3%
Cc1nnc2ccc(N3CCOCC3)nn12	12%	31%[activator]	-5%	-10	-3%	-4	-13%
Cc1cccc(N2CCN(C(=O)c3ccc(Cl)c(S(=O)(=O)NCc4ccco4)c3)CC2)c1C	nt	?	15%	2	1%	8	-6%
CN(C)C=NC(=O)c1ccc([N+](=O)[O-])c(CS(=O)(=O)c2ccc(Cl)cc2)c1	-7%	47%[activator]	6%	15	-2%	-3	-22%
Cc1nc2ccccc2c(=O)n1NC(=O)CCC(=O)O	6%	-15%	0%	-2	13%	1	-3%[2.29 µM]
O=C(NNC(=O)C1CC(=O)N(Cc2ccccc2)C1)c1ccc(Br)cc1 (stereo not given)	26%	2.3µM*	-3%	-1	0%	2	-9%
COC(=O)C1=C(c2cccc(OCc3ccccc3)c2)C[C@@H]2CC[C@H]1N2C(=O)NCc1ccccc1	13µM*	?	nt	nt	-3%	nt	-12%
CC(=O)OCC(=O)Nc1ccc(Cl)cc1Cl	nt	42%[activator]	-1%	-20	-9%	1	-8%
O=C(O)c1ccc(NC(=O)c2cccc(N3C(=O)C4C5CCC(C5)C4C3=O)c2)cc1 (stereo not given)	1%	?	0%	-3	-7%	-3	-10%
Cc1cc(N2CCN(C3CCCC3)CC2)n2c(nc3ccccc32)c1C#N	0.29µM*	0.23µM*	2%	-6	-14%	-1	-22%
Cc1ccc(S(=O)(=O)NCc2ccc(C(=O)NC3CCC(C)CC3)cc2)cc1 (stereo not given)	-18%	?	-5%	-2	-5%	-11	-34%

Gathered by group: the compounds so far containing a furan ring, fused or not.
SMILES	Pf growth 48h	Pf growth 96h	LmPK inhibitor	Shiga inhibitor	TbPYK inhibitor	Cycloheximide cs	AmpC no deterg
CS(=O)(=O)Nc1ccc(C(=O)NCc2ccco2)cc1	8%	nt	1%	-8	-6%	1	-12%
Cc1cccc(N2CCN(C(=O)c3ccc(Cl)c(S(=O)(=O)NCc4ccco4)c3)CC2)c1C	nt	?	15%	2	1%	8	-6%

(more compounds)
SMILES	Pf growth 48h	Pf growth 96h	LmPK inhibitor	Shiga inhibitor	TbPYK inhibitor	Cycloheximide cs	AmpC no deterg
COc1ccccc1C(=O)NCCCn1cc(Br)c(C)n1	-9%	?	4%	3	5%	-1	0%
Cc1ccc(NC(=S)N(CCN2CCCCC2)Cc2ccco2)cc1Cl	-66%	?	-5%	35	-6%	6	5%
Clc1ccccc1C1=CC(c2ccco2)n2ncnc2N1 (stereo not given)	8%	22%	1%	-9	-19%	-1	-29%
O=C(NCc1ccccc1)C1CCCN(S(=O)(=O)c2cccc3nsnc23)C1 (stereo not given)	6%	?	-1%	2	2%&-1%	-6	-5%
O=C(O)c1ccc(NC(=O)c2cccs2)cc1	-2%	nt	-28%	-7	-11%	-1	-6%
COc1cccc(-n2c(SCC(=O)NCCc3ccccc3)nnc2-c2ccoc2C)c1	?	nt	1%	27	-12%	-1	26%
COc1ccc(CCNC(=O)c2cc3c(=O)n4ccccc4nc3n(CCCN3CCOCC3)c2=N)cc1OC	2.3µM*	2.1µM*	-11%	-9	2%	-6	39%
FC(F)(F)c1cnc(/C=C/Nc2ccccc2Cl)c(Cl)c1	17%	38%[activator]	-1%	-8	1%	8	-11%
CC(=NCCC(c1ccccc1)c1ccccc1)c1c(O)n(C)c(=O)n(C)c1=O	3%	?	1%	-11	-3%	-5	-14%
COc1ccc(C(=O)NCCC2=CCCCC2)cc1	191%[activator]	0%	-15%	51	2%	31*	-11%

The last three entries of the section before come first, to join the parts.
SMILES	Pf growth 48h	Pf growth 96h	LmPK inhibitor	Shiga inhibitor	TbPYK inhibitor	Cycloheximide cs	AmpC no deterg
FC(F)(F)c1cnc(/C=C/Nc2ccccc2Cl)c(Cl)c1	17%	38%[activator]	-1%	-8	1%	8	-11%
CC(=NCCC(c1ccccc1)c1ccccc1)c1c(O)n(C)c(=O)n(C)c1=O	3%	?	1%	-11	-3%	-5	-14%
COc1ccc(C(=O)NCCC2=CCCCC2)cc1	191%[activator]	0%	-15%	51	2%	31*	-11%
Cc1ccc(-c2nc(SCC(=O)NCCN3C(=O)CSC3=O)[nH]c2-c2ccc(C)cc2)cc1	?	24%	3%	-4	nt	-2	131%[activator]
Cc1sc(NC(=O)C2CCCCC2C(=O)O)c(C(N)=O)c1C (stereo not given)	-10%	39%[activator]	-5%	-14	-10%	-3	-10%
Cc1nnc2n1NC(c1ccc(Cl)cc1)C(C(=O)N(C)C1CCCCC1)S2 (stereo not given)	-23%	0%	6%	31	-5%	-3	-13%
COC(=O)c1c(NC(=O)Cc2cccs2)sc(C(=O)N2CCCCC2)c1C	?	-4%	7%	13	3%	1	38%
CCOCCCn1c(=NC(C)=O)c(C(=O)OCC)cc2c(=O)n3ccccc3nc21	-16%	?	-6%	13	4%&11%	-2	-13%
CCNc1c(NS(=O)(=O)c2ccc(OC)c(Cl)c2)c(=O)oc2ccccc12	11%	-15%	-4%	-4	-4%	6	-15%
Cc1ccc(NC(=O)c2ccco2)c(NC(=O)Cc2cccs2)c1	12%	nt	-1%	12	-23%	1	-28%
CCCCn1c(N)c(N(CC)C(=O)c2cc(S(=O)(=O)N3CCCCCC3)ccc2OC)c(=O)[nH]c1=O	0%	-8%	nt	nt	5%	nt	-15%
COc1ccc(CN2C(=O)C(CC(C)C)Nc3ncnc(N4CCN(c5ccccn5)CC4)c32)cc1 (stereo not given)	?	?	nt	nt	0%	nt	63%[activator]
Brc1ccc(-c2csc(-c3c[nH]c4ccccc34)n2)cc1	110%[activator]	313%[activator]	1%	86*	-8%	34*	-32%
CCN(CC)S(=O)(=O)c1ccc(N(C)Cc2ccc(C(F)(F)F)cc2)nc1	?	nt	3%	-6	1%	-5	13%
O=C(COC(=O)CN1C(=O)C2CCCCC2C1=O)Nc1cc(S(=O)(=O)N2CCOCC2)ccc1Cl (stereo not given)	0%	-7%	-1%	9	5%	-4	20%
O=C(CCOc1ccccc1)Nc1ccc(Br)cc1	0%	?	2%	57*	3%	38*	-35%
Cc1ccc(N(C(=O)c2cnccn2)C(C(=O)NC2CCCCC2)c2ccc(O)cc2)cc1 (stereo not given)	?	-24%	-2%	-29	6%	-3	52%
O=C(O)/C(=C\c1cccs1)Sc1nnc(-c2ccc(F)cc2)o1	16%	-4%	1%	3	0%	6	-24%
COc1ccccc1/C=N/N1C(=O)C2C3C=CC(CC3)C2C1=O (stereo not given)	?	-17%	10%	35	-8%	13	-21%
CC(=O)Nc1cccc(-c2csc(NCc3ccco3)n2)c1	?	72%[activator]	0%	51*	-1%	17	-3%
Cc1nnc(NC(=O)Cn2nc(C)c3ccccc3c2=O)s1	0%	6%	-8%	-24	0%	1	-3%
CC(C)c1ccc(NC(=S)Nc2ccc(OC(F)(F)F)cc2)cc1	?	?	-2%	20	2%	9	-11%[2.29 µM]
CCCCN(C)c1c(N2CCC(C(=O)OCC)CC2)c(=O)c1=O	-26%	-6%	-2%	14	2%	0	20%
CC(C)C(=O)Nc1nnc(SCC(=O)NCc2ccc3c(c2)OCO3)s1	?	-2%	-5%	-17	-16%	1	-19%
CCCCC[C@H]1CN(Cc2ccccc2)C(=O)[C@@H]1CC(=O)NCc1ccccc1	-6%	?	4%	-3	-2%	-2	89%[activator]
CCCn1c(N)c(N(CCOC)C(=O)c2cc3c(s2)CCC(CC)C3)c(=O)[nH]c1=O (stereo not given)	?	10%	nt	nt	-4%	nt	125%[activator]
CC(=O)NC(Cc1ccccc1)C(=O)OCC(=O)c1ccc(Cl)cc1 (stereo not given)	13%	?	-1%	-3	0%	-2	17%
CCn1c(SCC(=O)Nc2nccc(C)n2)nc2ccccc21	37%[activator]	93%[activator]	6%	15	5%	-1	2%
COc1cc(/C=N/NC(=S)NCc2ccccc2)ccc1OCC#N	14%	23%	1%	-3	-2%	1	-53%
Cc1nc(Nc2ccccc2)sc1-c1ccccc1	122%[activator]	-38%	-9%	88*	-5%	35*	-32%
